# Compound activity deposited in PubChem BioAssay by several laboratories.
# Keap1-Nrf2 PPI = inhibitors of human Keap1-Nrf2 protein-protein interaction. Q14145. Keap1 Kelch-Nrf2 peptide fluorescence polarization, 1536-well. inhibition, % at 9.4 µM. hit rate 0.15% among 340,000. AID 504523; in the data active means inhibition above about 12%;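 further: human Keap1 Kelch domain with fluorescein labeled Nrf2 9mer peptide probe; 0% = neutral control wells and 100% = peptide positive control; higher means more block of Keap1 binding to Nrf2 peptide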
# Cardiac RTF inh = cardiac RTF calcium desensitization; hit rate 0.12% among 340,000; inhibition, % at 7.15 µM; P19429+P45379; IANBD-labeled cardiac RTF, Ca2+ fluorescence;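 active means inhibition above the mean inhibition of all tested compounds plus 3 SD, cut at about 17% in these data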;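 further: assay run at fixed EC70 calcium of 1.6 mM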
# cardiac RTF act = increases calcium sensitivity of human cardiac regulated thin filaments. IANBD-labeled TnC RTF fluorescence at EC20 calcium; 0% EC20 calcium, 100% full calcium. activation, % at 7.2 µM. hit rate 0.24% among 340,000. AID 493008;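 active means activation above the mean over all tested compounds plus 3 SD, cut at about 30% in these data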;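 further: rise in fluorescence read as greater calcium sensitivity of cardiac thin filaments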
# LANA DNA inh = inhibitors of KSHV LANA C-terminal domain DNA binding; inhibition, % at 9 µM; hit rate 0.078% among 340,000; MBP-C-LANA/FAM-LBS DNA binding, fluorescence polarization;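 active means highest replicate inhibition at or above 60% at 9 µM, even if other replicates fall short; inactive means all replicates below 60% inhibition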;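 further: 0% = neutral control wells and 100% = 4 µM acridine orange control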
# Arr AP2 block = human beta-arrestin and AP2 interaction inhibition; FITC-arrestin peptide / GST-AP2 beads, flow cytometry; AP2 beta2 appendage carries R879A mutation; inhibition, % at 10 µM; hit rate 0.31% among 340,000; AID 504490;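 active means inhibition above a set limit, near 3 SD of compounds lacking own fluorescence, cut at about 54% in these data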;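 further: plate controls were DMSO wells for no effect and 5 µM unlabelled arrestin peptide for full effect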
#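 System: GST-AP2 R879A glutathione beads | Also added: FITC-arrestin peptide, 50 nM | Times: 12 min plus 1 h, RT | Signal: Bead flow cytometry, FITC channel | Buffer or medium: PBS with 0.05% Tween 20 and 0.1% BSA | Read-out basis: Percent drop in bead-associated FITC signal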
# Wnt act = activates Wnt/beta-catenin signaling in a reporter cell assay. activator, plate reader. activation, % at 9.35 µM. AID 743398. hit rate 1.2% among 300,000; in the data active means activation above about 30%, passing the limit was not always enough;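 further: 0% = neutral control wells and 100% = positive control wells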
# V-ATPase pH = alters yeast V-ATPase proton transport; S. cerevisiae, pHLuorin cytosolic pH fluorescence; response, % at 10 µM; hit rate 0.37% among 350,000; AID 504577; in the data active means response mostly above about 7.3%, no sharp cut-off; inactive means mostly below about 5.4%; further: actives read high; inactives centre near 0; some compounds called inactive have numbers as strong as hits; reference of the scale not given here
# MOR-DOR ag = agonists of human mu-delta opioid receptor heterodimerization | P35372+P41143 | cells, OPRM1-OPRD1 heterodimerization, luminescence | activation, % at 9.3 µM | hit rate 0.3% among 340,000 | AID 504326; in the data active means activation above about 18%;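 further: 0% = vehicle-treated cells and 100% = reference agonist; values of inactives mirror those of a sister screen read the other way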
# OPRM1-OPRD1 inv = inverse agonists of human mu-delta opioid receptor heterodimerization | P35372+P41143 | cell-based MOR-DOR heterodimer luminescence, inverse agonism | inhibition, % at 9.3 µM | hit rate 0.21% among 340,000 | AID 504357; in the data active means inhibition above about 22%, passing the limit was not always enough;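 further: 0% = cells with DMSO and 100% = wells without cells with DMSO; values of inactives mirror those of a sister screen read the other way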
# Pemphigus Ab inh = human desmoglein-3 autoantibody binding inhibition; P32926; DSG3-coupled beads, scFv-anti-DSG3-GFP binding, flow cytometry; active compounds read low; binding (percent of control), % at 10 µM; hit rate 0.48% among 310,000; AID 588358;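 active means binding more than 3 SD below its plate's average and above zero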;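 further: hits lower antibody fragment binding to DSG3; some compounds called inactive have numbers as strong as hits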
# Target sequence (P32926 whole entry, looked up, the tested form may be a part): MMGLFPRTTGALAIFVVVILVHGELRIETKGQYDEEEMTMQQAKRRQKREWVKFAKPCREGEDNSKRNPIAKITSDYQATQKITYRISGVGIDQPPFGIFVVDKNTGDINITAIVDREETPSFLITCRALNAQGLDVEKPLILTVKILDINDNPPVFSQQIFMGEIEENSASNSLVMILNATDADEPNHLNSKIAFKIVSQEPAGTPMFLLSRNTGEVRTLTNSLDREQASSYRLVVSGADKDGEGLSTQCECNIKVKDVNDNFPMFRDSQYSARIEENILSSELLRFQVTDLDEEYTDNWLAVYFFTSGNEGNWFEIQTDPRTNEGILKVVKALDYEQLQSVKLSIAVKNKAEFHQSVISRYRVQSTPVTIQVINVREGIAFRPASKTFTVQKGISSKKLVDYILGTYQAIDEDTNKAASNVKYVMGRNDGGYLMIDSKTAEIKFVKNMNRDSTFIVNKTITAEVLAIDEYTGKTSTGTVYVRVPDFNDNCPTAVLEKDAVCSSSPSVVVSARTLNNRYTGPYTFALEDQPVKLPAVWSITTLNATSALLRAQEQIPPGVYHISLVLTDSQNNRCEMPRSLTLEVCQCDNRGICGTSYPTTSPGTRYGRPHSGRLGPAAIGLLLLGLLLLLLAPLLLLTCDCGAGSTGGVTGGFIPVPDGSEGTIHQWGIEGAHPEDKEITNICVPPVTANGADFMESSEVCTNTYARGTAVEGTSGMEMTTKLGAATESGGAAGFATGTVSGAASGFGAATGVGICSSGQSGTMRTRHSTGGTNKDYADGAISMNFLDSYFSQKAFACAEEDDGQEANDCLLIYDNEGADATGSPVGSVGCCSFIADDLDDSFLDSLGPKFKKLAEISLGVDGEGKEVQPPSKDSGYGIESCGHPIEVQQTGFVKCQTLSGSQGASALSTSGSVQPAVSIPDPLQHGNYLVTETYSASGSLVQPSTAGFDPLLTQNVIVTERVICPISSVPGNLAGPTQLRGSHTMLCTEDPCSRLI
# The depositor's hits bear a star; · = no result given.
Molecule	cardiac RTF act	MOR-DOR ag	Wnt act	Pemphigus Ab inh	V-ATPase pH	OPRM1-OPRD1 inv	Keap1-Nrf2 PPI	Arr AP2 block	LANA DNA inh	Cardiac RTF inh
O=C(NCc1cccs1)c1cc(-c2ccccc2)on1	3	0.2	·	124	-2	-1	-2	-10	-0.9	0
CC(=O)NC(Nc1nc2c(s1)CCCC2)(C(F)(F)F)C(F)(F)F	-4	-1.6	·	107	-2	9	-1	-7	1.2	-10
COC(=O)C[C@H]1c2cc(C(F)(F)F)ccc2S(=O)(=O)N1C(C)(C)C	-3	1.9	-2	99	-2	-11	1	0	0.4	5
CCOc1ccc(NC(=O)CC2C(=O)Nc3ccccc3N2C(=O)c2ccccc2)cc1 (stereo not drawn)	-2	-0.9	2	116	-4	4	0	1	-0.1	-4
CCC(C)(C)C1CCc2[nH]nc(C(=O)NCCN3CCOCC3)c2C1 (stereo not drawn)	3	-0.8	-3	105	-1	4	-5	2	2.2	-4
O=C(CSc1nccc(-c2cccs2)n1)Nc1ccc(F)c(Cl)c1	-4	-2.2	-1	·	1	11	-1	29	-1.0	1
O=C(N/N=C/C(Cl)=C/c1ccccc1)c1ccncc1	·	·	4	102	1	·	-2	-9	-0.8	·
CCn1cc(C2=NCC(C)O2)c2ccccc21 (stereo not drawn)	-3	-3.0	·	103	6	17	-5	-9	-1.4	-2
COc1ccccc1CNC(=O)CCN1C(=O)COc2ccc(C)cc21	1	-1.1	3	100	-4	5	0	-3	1.7	-3
CC(C)CCNC(=S)Nc1ccc([N+](=O)[O-])cc1	-7	5.6	·	96	-2	-32	-3	4	1.5	-4
Cc1ccc(C2=C(O)c3ccccc3C(=O)C2=O)cc1	-1	-0.5	0	110	-4	2	-1	-2	-0.9	-8
Cc1cc(C)c2oc(C(=O)NC3CCS(=O)(=O)C3)cc(=O)c2c1 (stereo not drawn)	6	-2.7	-2	99	2	13	-4	-2	-0.6	-4
CCOC(=O)c1sc(=S)n(C)c1N	0	-3.3	-4	99	0	16	5	1	-1.4	-11
CCCCN(C)CCCNC(=O)CN1C(=O)CSc2ccc(S(=O)(=O)N3CCOCC3)cc21	1	3.8	-1	90	9.5*	-24	1	-1	1.1	-22
O=C(CSc1cccc2cccnc12)Nc1cc(C(=O)O)cc(C(=O)O)c1	2	-4.5	0	105	2	23	-2	38	0.1	2
COc1ccc(NC(=O)NC2(C(=O)N3CCCCC3)CCCCC2)cc1	-4	-1.0	-3	·	1	7	-4	-9	0.5	-6
CC1(C)CC(=O)C(c2ccccc2)(c2ccccc2)C(=O)C1	-3	-2.6	0	96	4	13	-3	5	-1.2	4
C=CCn1c(NCc2ccccc2OC)nc2ccccc21	-3	-3.1	1	112	2	15	1	3	8.4	-4
CCOC(=O)Nc1ccc(C)cc1C	-4	-1.9	·	·	1	11	2	24	-1.4	-3
CCSc1nnc(NC(=O)CSc2nnc(Cc3cccn3C)n2CCc2ccccc2)s1	-4	-1.4	·	·	1	8	-5	4	0.6	-2

# An excerpt from above in order of their number in V-ATPase pH, low to high:
smiles,cardiac RTF act,MOR-DOR ag,Wnt act,Pemphigus Ab inh,V-ATPase pH,OPRM1-OPRD1 inv,Keap1-Nrf2 PPI,Arr AP2 block,LANA DNA inh
CC(=O)NC(Nc1nc2c(s1)CCCC2)(C(F)(F)F)C(F)(F)F,-4,-1.6,·,107,-2,9,-1,-7,1.2
CCOC(=O)Nc1ccc(C)cc1C,-4,-1.9,·,·,1,11,2,24,-1.4
Cc1cc(C)c2oc(C(=O)NC3CCS(=O)(=O)C3)cc(=O)c2c1 (stereo not drawn),6,-2.7,-2,99,2,13,-4,-2,-0.6

# In a second layout: entries from further up
# Values run as follows: cardiac RTF act | MOR-DOR ag | Wnt act | Pemphigus Ab inh | V-ATPase pH | OPRM1-OPRD1 inv | Keap1-Nrf2 PPI | Arr AP2 block | LANA DNA inh | Cardiac RTF inh
- CCn1cc(C2=NCC(C)O2)c2ccccc21 (stereo not drawn)
  -3 | -3.0 | · | 103 | 6 | 17 | -5 | -9 | -1.4 | -2
- COc1ccccc1CNC(=O)CCN1C(=O)COc2ccc(C)cc21
  1 | -1.1 | 3 | 100 | -4 | 5 | 0 | -3 | 1.7 | -3
- CC(C)CCNC(=S)Nc1ccc([N+](=O)[O-])cc1
  -7 | 5.6 | · | 96 | -2 | -32 | -3 | 4 | 1.5 | -4
- Cc1ccc(C2=C(O)c3ccccc3C(=O)C2=O)cc1
  -1 | -0.5 | 0 | 110 | -4 | 2 | -1 | -2 | -0.9 | -8

# (listing goes on)
Molecule	cardiac RTF act	MOR-DOR ag	Wnt act	Pemphigus Ab inh	V-ATPase pH	OPRM1-OPRD1 inv	Keap1-Nrf2 PPI	Arr AP2 block	LANA DNA inh	Cardiac RTF inh
O=Cc1c(NCCCN2CCCC2=O)c2ccccc2[nH]c1=O	-6	-1.2	0	94	0	6	-3	1	3.9	-5
CCC(=O)OCc1c(C(F)(F)F)nn(C)c1Sc1ccc(F)cc1	0	-1.2	·	·	0	6	4	-2	1.4	-1
COc1ccc(/C=C/C(=O)Oc2ccc(/C=N\NC(=O)c3ccc(F)cc3)cc2)cc1	-6	-1.4	1	90	-2	9	-2	-4	1.1	0
COC(=O)c1ccc2c(c1)nc(C)n2CCO	-1	-0.3	·	90	0	2	0	33	0.7	-8
COc1cc2ccccc2cc1C(=O)NNC(=O)c1ccccc1O	1	0.7	1	·	2	-4	-3	-2	0.4	-4
COc1cccc(/C=N/Nc2c(Cl)cncc2Cl)c1O	-6	-1.5	12	112	3	7	3	-2	1.4	-6
Cc1ccc(N2C(=O)C3C4C=CC(CC4)C3C2=O)cc1Cl (stereo not drawn)	-1	1.4	-1	108	6	-7	2	7	0.9	-5
COc1ccc(-c2nn(CCC(=O)O)cc2/C=C2\SC(N)=NC2=O)cc1OC	-2	-0.6	1	·	4	3	-7	11	-1.5	5
COc1ccc2c(c1OC)C(=O)N1c3ccccc3COC21 (stereo not drawn)	-1	-0.5	·	106	0	3	0	11	-0.5	8
CCCCN(C)Cc1c(O)ccc2c(-c3ccccc3)cc(=O)oc12	2	-0.2	12	101	4	1	2	-1	2.3	-3
COc1ccc(Nc2nc(OC)nc(N3CCN(c4ccc(OC)cc4)CC3)n2)cc1	6	-0.9	1	104	-1	5	4	-11	-0.1	6
C(=N\NCc1ccccc1)/c1ccc2ncccc2c1	·	·	31*	109	2	·	·	19	·	·
CCCCOc1ccc(NC(=O)CN2CCN(Cc3ccccc3)CC2)cc1	-2	0.9	6	94	1	-4	-3	7	-0.9	0
COc1cc(C2C3=C(Nc4ncnn42)c2ccccc2CC3)cc(OC)c1OC (stereo not drawn)	-4	-1.1	·	96	1	5	-2	8	-0.1	14
CCC(=O)Nc1cccc(NC(=O)COc2ccc(OC)cc2)c1	5	-1.1	1	101	2	6	-2	-11	-1.0	-5
CC(=O)C(Cc1ccccc1)NC(=O)CCl (stereo not drawn)	-2	-2.8	0	103	2	14	-1	40	-1.3	-7
C=C(CN(C)C)C(=O)c1cc(C)ccc1C	-2	-6.4	-3	88	2	28	-40	-5	-1.0	2
Cc1c(Br)c([N+](=O)[O-])nn1CC(=O)N1CCc2ccccc21	-4	-0.2	-2	102	0	1	-5	2	0.1	1
CCOC(=O)C1CCN(C(=O)c2cc3c(s2)-c2ccccc2OC3)CC1	4	-1.6	22	105	0	8	-5	1	0.2	5
Cn1cc(/C=N/Nc2ccccc2)c2ccccc21	0	1.8	-1	98	-3	-10	0	-16	-2.0	2

# Next section.
Molecule	cardiac RTF act	MOR-DOR ag	Wnt act	Pemphigus Ab inh	V-ATPase pH	OPRM1-OPRD1 inv	Keap1-Nrf2 PPI	Arr AP2 block	LANA DNA inh	Cardiac RTF inh
Fc1cccc(CNCC2CCCO2)c1 (stereo not drawn)	3	-1.1	-2	115	-1	6	-8	6	0.0	-14
COc1ccc(/C=C2/N=C3CCCCCN3C2=O)cc1	6	0.1	22	102	1	0	-6	9	-0.2	2
Cc1oc2c(C)c3oc(=O)c(CCC(=O)NCCCCCC(=O)O)c(C)c3cc2c1C	-4	-2.2	1	91	-1	11	-2	6	0.6	-7
COc1ccc(-c2noc(CCCOc3ccccc3)n2)cc1OC	2	0.5	·	103	-3	-3	0	5	-1.2	2
O=C(NC1=NCCS1)C1CC(=O)N(c2ccc(Cl)cc2)C1 (stereo not drawn)	3	-1.2	-2	99	-1	6	5	-14	0.3	-5
CCN1CCN(C(=O)C(C)N(c2ccc(C)cc2)S(C)(=O)=O)CC1 (stereo not drawn)	5	-2.1	·	102	2	10	-3	-1	0.9	-6
O=C(Nc1cccc(-c2cn3ccccc3n2)c1)c1cccs1	6	-0.4	·	94	-2	2	-4	4	-0.2	0
CCOC(=O)c1c(-c2cccc([N+](=O)[O-])c2)csc1NC(=O)C1CC1	5	2.3	·	99	-4	-12	-2	9	0.6	-7
CCOc1ccc(Nc2ncnc(N)n2)cc1	-4	-0.9	·	93	-1	5	0	6	-0.1	-1
CC1CCN(C(c2ccc(N(C)C)cc2)c2nnnn2Cc2ccccc2)CC1 (stereo not drawn)	1	-1.4	·	119	-2	6	-8	28	0.5	-7
CC(C)(C)NC(NC(=O)Cc1ccccc1)C(Cl)(Cl)Cl (stereo not drawn)	0	-0.8	·	·	1	5	-5	-12	2.5	0
C[C@H]1C=C(C(=O)O)O[C@@H](OCc2ccc(CO)cc2)C1	6	-0.6	0	98	2	3	1	8	0.7	0
Cc1ccccc1C(=O)Nc1ccc(-c2nnc(SC(C)C(=O)O)n2C)cc1 (stereo not drawn)	2	-2.9	2	103	-4	14	-1	-6	-1.0	-3
CN(C)C(=O)CCc1ccc2c3c([nH]c2c1)[C@]1(CCC2CCCC2)[C@@H](C(=O)N2CCOCC2)C[C@H](CC(=O)NCCN2CCOCC2)C(=O)N1CC3	-5	-4.2	-1	95	-4	20	2	38	1.0	0
O=S(=O)(Nc1ccc(Cl)cn1)c1ccc2c(c1)OCCO2	-9	-3.3	5	98	9	16	-4	-18	-1.7	-7
COc1cc(Oc2ccccc2)nc(N)n1	8	-1.4	-1	·	3	7	-4	-9	-0.2	-7
CCCC(CCC(=O)Nc1ccc(C(=O)OCC)cc1)C(=O)O (stereo not drawn)	-2	-2.8	0	·	1	12	-4	-1	-1.3	3
C=C[C@H](CC(C)C)N(Cc1ccccc1)S(=O)(=O)N(Cc1ccccc1)[C@@H](C=C)CC(C)C	-4	-7.5	-24	96	1	42*	-5	-1	-2.6	6
CCCn1c(N2CCN(Cc3ccc(Cl)cc3)CC2)nc2ccccc21	-2	8.8	12	110	-1	-48	2	14	0.1	-1
CCCCN(C(=O)c1ccc(Cl)c(S(=O)(=O)N2CCOCC2)c1)c1c(N)n(CCC)c(=O)[nH]c1=O	-3	-3.3	3	91	0	17	-2	-3	2.6	2
